Bioassay records: PubChem, Broad Institute
F508del corr – CFTR F508del correction in bronchial cells | CFBE cells, YFP halide quenching; stimulated with forskolin plus potentiator P3; % fluorescence drop versus neutral controls | activity (quench increase), % at 7.58 µM | AID 720511 | hit rate 0.36% among 350,000;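 active = mean added fluorescence quench of at least 8% versus neutral control, with both replicates also reaching 8%; inconclusive = only one of the mean or replicate conditions met; inactive = mean below 8% and not both replicates reaching 8%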;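 note: cells transiently co-express mutant CFTR-F508del with the halide-sensitive YFP; corrector assay measuring rescue of mutant channel to the surface after 24 h compound exposure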
RAD52 inh – inhibitors of human RAD52 DNA annealing; recombinant RAD52 DNA annealing, FRET fluorescence; P43351; inhibition, % at 18.7 µM; hit rate 0.46% among 360,000;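 active = every replicate showing at least 50% inhibition; inconclusive = mean inhibition at least 50% but not in every replicate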
Target sequence (P43351 whole entry, looked up): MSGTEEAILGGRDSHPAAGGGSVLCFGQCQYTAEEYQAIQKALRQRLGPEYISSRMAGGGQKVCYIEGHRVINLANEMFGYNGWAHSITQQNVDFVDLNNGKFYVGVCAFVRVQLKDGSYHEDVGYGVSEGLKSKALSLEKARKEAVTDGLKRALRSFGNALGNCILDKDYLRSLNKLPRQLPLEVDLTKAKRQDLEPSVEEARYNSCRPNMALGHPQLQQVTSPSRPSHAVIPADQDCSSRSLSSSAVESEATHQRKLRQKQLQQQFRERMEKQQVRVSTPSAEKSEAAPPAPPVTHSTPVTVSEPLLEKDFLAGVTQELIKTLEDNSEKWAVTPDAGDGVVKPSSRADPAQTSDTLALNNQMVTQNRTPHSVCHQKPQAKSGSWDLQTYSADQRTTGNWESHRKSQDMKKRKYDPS
RAD54 branch – RAD54 (human) branch migration inhibition; RAD54 Holliday junction branch migration, FAM/BHQ fluorescence; inhibition, % at 10.4 µM; hit rate 0.14% among 360,000;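 active = mean normalized replicate activity at least 40 and at least half of replicates scoring 40 or more; inconclusive = only one of the two criteria met; inactive = mean below 40 and under half of replicates reaching 40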;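 note: 0% = median of neutral control wells and 100% = median of positive control wells; inhibitors cause a drop in the FAM fluorescence signal; in these data hits start at about 50%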
E-sel inducer – induces E-selectin expression in human endothelial cells | P16581 | activation, % at 7.58 µM | HUVEC E-selectin immunofluorescence imaging; normalized: neutral wells 0, TNF-alpha wells 100 | hit rate 0.37% among 260,000;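 active = mean E-selectin-positive cell signal at least 10% of the positive control, reached in at least 60% of replicates, without over 20% cell loss; inconclusive = no rule given, readout overlaps actives, possibly toxicity-flagged; inactive = the rest, including those meeting only one limit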;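 note: in these data hits start at about 27%; measured in HUVEC primary endothelial cells; signal is the percent of cells scored E-selectin positive by PE staining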
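System: HUVEC / Compound: single concentration / Signal: immunofluorescence imaging / Read-out: percent E-selectin-positive cells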
DENV2 CPE rescue – DENV2-induced cell death inhibition; DENV2-infected cells, cytopathic effect rescue, plate reader; CPE inhibition, % at 9.99 µM; hit rate 1.7% among 350,000; AID 651640; in the data active = CPE inhibition above about 20%, passing the limit was not always enough; inconclusive = no clear call, values can overlap the other calls; tested in BHK-21 cells;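 note: 0% = median of neutral control wells and 100% = median of positive control wells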
XiGFP reactiv – activators of X-chromosome reactivation in mouse fibroblasts; AID 743238; activation, % at 7.58 µM; XiGFP mouse fibroblasts, % GFP-positive cells imaging, 3 d; cells co-treated with 5-aza-dC sensitizer; scaled so ellipticine positive control = 100%; hit rate 0.055% among 360,000;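 active = mean normalized replicate activation at least 10% and every replicate at or above 10%; inconclusive = only one of the two criteria met; inactive = mean below 10% and not all replicates reach 10%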;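 note: 0% = median of on-plate neutral control wells and 100% = ellipticine 6 µM median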
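Material: XiGFP fibroblasts, SV40-immortalized; Buffer or medium: DMEM containing 5-aza-dC; Compound dosing: single point; Times: 3 days compound exposure.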
INS-1E GSIS act – primary screen for activators of insulin secretion dependent on glucose, INS-1E cells, GLuc reporter luminescence; INS-1E GLuc reporter insulin secretion, 2-3 h; activation, % at 16.6 µM; hit rate 0.61% among 370,000;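 active = lowest replicate activation of at least 40%, so every replicate reaches that level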;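 note: 0% = median of neutral control wells and 100% = median of IBMX positive control wells; some compounds called inactive have numbers as strong as hits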
Casp6 inh – caspase-6 (human) enzyme inhibition. P55212. purified caspase-6, Z-VEID-R110 cleavage fluorescence. inhibition, % at 12.5 µM. hit rate 0.53% among 350,000;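 active = mean inhibition across replicates at least about 35%, with every replicate also reaching that limit, limit read from the data; inconclusive = only one of the two criteria met; inactive = neither criterion met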;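 note: 0% = median of neutral control wells and 100% = no fluorescence left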
Target sequence (P55212 24-179 limits assumed): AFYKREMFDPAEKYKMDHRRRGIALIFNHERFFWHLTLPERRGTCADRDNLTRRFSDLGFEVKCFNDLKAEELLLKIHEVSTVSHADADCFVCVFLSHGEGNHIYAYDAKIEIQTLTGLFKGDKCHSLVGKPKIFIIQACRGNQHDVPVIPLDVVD
Target sequence (P55212 194-293 limits assumed): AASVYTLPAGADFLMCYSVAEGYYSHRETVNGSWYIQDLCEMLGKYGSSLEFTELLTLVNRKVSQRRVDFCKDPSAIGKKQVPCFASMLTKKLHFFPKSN
* marks the source's active call; other numbers are inactive results; ? = inconclusive; . = no result given; & = joins results of further samples.

SMILES	F508del corr	RAD52 inh	RAD54 branch	E-sel inducer	DENV2 CPE rescue	XiGFP reactiv	INS-1E GSIS act	Casp6 inh
CCOC(=O)/C(C#N)=N/Nc1ccc(S(=O)(=O)Nc2cc(OC)nc(OC)n2)cc1	1.7	-12	-5	0.1	0	0.2	19	-1
CC(C)C#Cc1ccc2c(c1)O[C@H](CN(C)Cc1ccncc1)[C@@H](C)CN([C@H](C)CO)S2(=O)=O	0.0	12	-14	1.3	-7	-0.6	-3	-2
COc1cc(CN2CCN(c3ccccc3F)CC2)c([N+](=O)[O-])cc1OC	0.0	-11	13	.	3	0.2	-6	1
C[C@@H]1CN([C@H](C)CO)C(=O)c2cc(NC(=O)CCC(F)(F)F)ccc2O[C@@H]1CN(C)S(=O)(=O)c1cccs1	1.3	2	-1	0.0	1	-0.8	21	-1
CCCNC(=O)c1cc(S(=O)(=O)N2CCCCC2)ccc1N1CCOCC1	-2.7	-8	-5	.	1	0.0	7	-4
CCCCN(CC)CCNC(=O)c1cc2c(=O)n(CC)c3ccccc3c2s1	-6.1	-2	14	?	-9	0.3	-1	-1
CCc1ccc2c(c1)C(=O)C[C@]1(CCC[C@H](C)C1)O2	-3.3	-6	-5	0.0	2	-0.3	0	-2
Cc1ccc(C)c(NC(=O)CN(C)C(=O)c2cc(S(=O)(=O)N3CCOCC3)ccc2N2CCCC2)c1	2.1	-17	5	-0.3	-6	-0.1	-4	0
CCOC(=O)c1ccccc1NC(=O)Cc1c(C(=O)O)n(C)c2ccccc12	1.3	-6	17	-0.1	-6	0.1	12	-1
Cc1cccn2c(=O)c3cc(C(=O)NCc4ccc(F)cc4)c(=N)n(CCCN4CCOCC4)c3nc12	0.6	20	.	1.0	3	?	6	1
COc1ccc(-c2[nH]ncc2CNCCn2cccn2)c(F)c1	-3.1	-66	.	5.5	2	0.0	20	-2
CCOP(=O)(OCC)c1nc(-c2ccc(F)cc2)oc1NCc1ccccc1	2.5	-7	.	.	-5	0.1	-40	3
CN1c2ccc(-c3ccccc3F)cc2[C@H]2[C@H](CCN2C(=O)NC2CCCCC2)[C@@H]1CO	-2.6	-5	.	0.6	-24	0.1	-2	-1
CC(C)(C)c1cc(C(=O)CCN2CCOCC2)cc(C(C)(C)C)c1O	-1.6	-3	5	-0.1	5	0.2	-30	-2
Cc1noc(C)c1NC(=O)N[C@@H]1CC[C@H](CC(=O)NCc2ccc(Cl)c(Cl)c2)O[C@@H]1CO	-0.7	-2	-3	-0.3	1	0.0	7	0
CCNC(=O)C[C@@H]1CC[C@@H]2[C@H](COC[C@H](O)CN2C(=O)Nc2ccc(Cl)c(Cl)c2)O1	1.3	-18	3	0.2	-15	0.2	-28	1
Cc1ccc(C)c(OCCC(=O)Nc2cccc(S(=O)(=O)N3CCCCC3)c2)c1	-11	-10	8	0.3	?	-0.5	-62	0
O=C1C(Cc2c[nH]c3ccccc23)NC(=S)N1C1CCCCC1 (stereo not drawn)	-0.1	-2	.	2.1	-1	0.0	-19	2
O=C(NCc1nnc(SCC(=O)N2CCN(c3ccccc3)CC2)o1)c1c(F)cccc1Cl	0.2	-9	-10	2.3	15	-0.1	-8	-1
C=CC(=O)Nc1sc2c(c1C(N)=O)CCCC2	-0.1	11	3	.	8	0.0	.	2
CN(Cc1ccc(Cl)cc1)C(=O)c1cc(S(=O)(=O)N2CCOCC2)ccc1N1CCCC1	3.4	-5	-9	.	-5	0.2	-6	-1
CCCOc1ccc(C(O)(CCC)CCN2CCCCC2)cc1 (stereo not drawn)	.	-4	-2	.	.	.	3	-5
CC1CCN(Cc2nnnn2CCCC(=O)N(C)C(C)c2ccccn2)CC1 (stereo not drawn)	-3.6	-8	-1	18	-3	0.0	-11	-5
CC(/C=N/NC(=O)c1ccccn1)=C\c1ccco1	-0.1	-22	6	0.0	-5	0.0	.	1
COc1cccc(C#Cc2cnc3c(c2)C(=O)N([C@H](C)CO)C[C@H](C)[C@@H](CN(C)C(=O)C2CC2)O3)c1	0.8	-11	-1	-0.3	16	-1.1	7	1
CCOC(=O)N1CCC(NC(=O)c2cc(C(=O)Nc3cccc(C(F)(F)F)c3)ccc2CO)CC1	-1.2	-2	.	-5.0	-9	0.0	-20	1
N#C[C@@H]1[C@@H](c2ccc(-c3ccccc3F)cc2)[C@H](CO)N1C(=O)C1CCC1	1.8	-60	0	-0.1	-8	0.4	-2	1
Cc1ccc(CN2CCN(CC(=O)NC(C)c3ccc4c(c3)OCCO4)C2=O)cc1 (stereo not drawn)	-2.8	-9	5	0.1	2	0.0	.	0
O=C(NCc1ccc(F)c(F)c1)c1cccc2c(-c3cccnc3)coc12	-0.9	-6	-2	-0.1	2	-0.2	-7	18
COc1ccc(/C=C(\NC(=O)c2ccccc2)C(=O)NCCC(=O)O)cc1	-2.1	-10	.	.	-6	0.2	5	8
CC(C)CNC(=O)C(=O)NCCC1CCCCN1S(=O)(=O)c1cccs1 (stereo not drawn)	0.5	-12	4	.	2	0.3	-8	1
Cc1onc(-c2ccccc2)c1C(=O)Nc1ccccc1C#N	-2.6&-3.0	-11&-6	2&-8	.	20&-4	-0.1&-0.1	5&19	2&3
CCOC(=O)C1=CN(Cc2cccc(Br)c2)S(=O)(=O)NC1C (stereo not drawn)	-0.8	-10	-20	0.1	4	0.2	-22	6
Cc1ccc(S(=O)(=O)Nc2ccc3c(c2)C(=O)N([C@H](C)CO)C[C@@H](C)[C@@H](CN(C)S(=O)(=O)c2ccc(C)cc2)OCCCC[C@@H](C)O3)cc1	3.8	-18	3	0.3	?	1.5	-13	-8
CCCCCOCC1CC(C/C(C)=N/NC(N)=S)C(=O)O1 (stereo not drawn)	-2.8	-11	.	.	-13	0.0	0	0
CCn1c(CC(=O)Nc2ccc(F)cc2)nnc1SCC(=O)NC1CCCC1	-1.5	-7	-1	.	-3	0.0	10	2
CC(C)NC(=O)N(C)C[C@@H]1Oc2cc(-c3ccncc3)ccc2S(=O)(=O)N([C@H](C)CO)C[C@H]1C	1.3	8	7	-0.4	-2	0.2	-9	-1
COCc1[nH]nc2c1C(c1ccc(C)cc1)N(Cc1ccccc1)C2=O (stereo not drawn)	0.6	4	.	-0.2	0	0.4	-4	1
CCC(CO)Oc1cc(NC(=O)c2ccccc2[N+](=O)[O-])c2ncn(C(C)C)c2c1 (stereo not drawn)	3.2	-4	2	0.0	7	0.2	-9	3
CCOC(=O)C1(Cc2ccccc2)CCN(Cc2cccc(OC)c2O)CC1	2.5	-7	3	.	-7	0.2	-28	2
O=[N+]([O-])c1ccccc1OCCOCCOc1cccc2cccnc12	.	-8	.	-0.2	-2	0.5	4	3
COc1ccc(CS(=O)(=O)c2ncn[nH]2)cc1	0.2	4	6	.	-1	0.6	10	0
C[C@H](CO)N1C[C@H](C)[C@@H](CN(C)Cc2ccc(C(=O)O)cc2)Oc2c(NS(=O)(=O)c3cccs3)cccc2C1=O	-0.8&-0.8	12&-2	-1&-10	0.1	-8&5	0.0&-0.1	8&40	1&4
CC1CN(C(=O)/C(=C/c2ccco2)NC(=O)c2ccccc2)CC(C)O1 (stereo not drawn)	2.6	-69	-6	0.0	1	0.0	-1	1
CC1CCN(N=Nc2nc3c([nH]2)c(=O)n(C)c(=O)n3C)CC1	1.7	13	1	-0.4	4	0.0	6	-1
COCC(=O)Nc1ccc2c(c1)C(=O)N(C)[C@@H]1CC[C@H](CC(=O)NCc3ccccc3)O[C@@H]1CO2	0.3	-9	-3	-0.2	3	0.3	1	-2
COc1ccc(S(=O)(=O)Nc2ccc3c(c2)C(=O)N([C@H](C)CO)C[C@H](C)[C@H](CN(C)C)O3)cc1	-1.2	-9	-12	-6.3	3	0.2	2	-3
COc1cccc(-c2cnc3c(c2)C(=O)N([C@@H](C)CO)C[C@@H](C)[C@H](CN(C)C(C)=O)O3)c1	-1.0	-5	-1	0.9	0	-0.9	31	0

A few values from the entries so far.
CC1CN(C(=O)/C(=C/c2ccco2)NC(=O)c2ccccc2)CC(C)O1 (stereo not drawn) @ INS-1E GSIS act = -1
CC(C)NC(=O)N(C)C[C@@H]1Oc2cc(-c3ccncc3)ccc2S(=O)(=O)N([C@H](C)CO)C[C@H]1C @ RAD52 inh = 8

Next entries follow:
SMILES	F508del corr	RAD52 inh	RAD54 branch	E-sel inducer	DENV2 CPE rescue	XiGFP reactiv	INS-1E GSIS act	Casp6 inh
O=C(CSc1nc2ccccc2c(=O)n1Cc1ccco1)Nc1cccc(O)c1	-2.2	-11	.	.	1	0.3	-17	6
Cc1cccc(NC(=O)COC(=O)c2ccccn2)c1	3.3	-8	7	.	-3	0.2	4	7
CC(C)[C@H](NC(=O)c1ccco1)C(=O)NCc1ccccc1	1.3	8	-2	0.1	2	0.0	0	5
C[C@@H]1CN([C@H](C)CO)C(=O)c2cc(-c3ccccc3)cnc2O[C@@H]1CN(C)C(=O)c1cccc(F)c1	-0.2	.	.	-0.2	.	0.1	11	.
Cc1cc(C)n2c(NC3CCCCC3)c(-c3ccc(F)cc3)nc2n1	0.1	-23	.	0.1	12	-0.1	6	7
C#Cc1ccc([C@H]2C=C(C(=O)N3CCN(Cc4ccc5c(c4)OCO5)CC3)O[C@@H](OCC)[C@@H]2CCCO)cc1	2.4&0.3	15&-13	-6&-20	-0.1	1&-5	0.1	.	0&-2
CCCCc1ccc(S(=O)(=O)N/N=C(/C)c2ccncc2)cc1	-0.1	-11	-10	-0.2	-5	0.1	-37	2
CSc1ccc(NC(=O)c2cccnc2)cc1C#N	-2.2	14	-1	.	-1	0.1	13	5
Cc1ccn(CC(=O)NC2CC(C)(C)Cc3c2cnn3-c2ccc(F)cc2)n1 (stereo not drawn)	1.9	-1	-5	-0.8	-3	-0.1	16	-3
COc1ccc(-n2nc3c(c2NC(=O)CCCl)CSC3)cc1	-1.9	-1	4	-0.3	2	0.3	-26	-1
CO[C@H]1CN(C)C(=O)c2cc(NS(=O)(=O)c3ccccc3F)ccc2OC[C@H](C)NC[C@H]1C	0.8	-8	-3	-0.2	-8	3.3	6	1
O=C(/C=C/c1cccc(F)c1)OCC(=O)c1ccc[nH]1	3.7	-18	6	5.0	9	0.0	22	5
O=C(NCc1ccccc1Cl)C1CCN(C(=O)c2ccc(F)cc2)CC1	-1.2	-48	-5	-0.2	16	0.2	14	0
CCN(C(=O)Cn1c(=O)oc2ccccc21)c1ccc(C)c(C)c1	6.2	-10	1	.	12	0.0	3	1
COc1ccc(/C=N/Nc2cc(C)nc3c(C)cccc23)cc1	-14	80*	61*	.	-17	0.1	1	-12
Cc1ccccc1-c1ccc2c(c1)O[C@@H](CN(C)C(=O)Nc1ccccc1)[C@H](C)CN([C@@H](C)CO)S2(=O)=O	-1.1	-4	1	-0.2	-2	-0.6	-12	-1
COc1ccc(NC(=O)CN(c2cc(C)cc(C)c2)S(=O)(=O)c2c(C)n[nH]c2C)cc1	-4.1	1	-3	.	-2	-0.1	9	0
CCN(CC)CCNC(=O)C1(c2ccccc2)CCCCC1	0.8	-3	-3	-0.1	1	-0.2	19	-15
CC(=O)CCSc1nnc(-c2cccc(S(=O)(=O)N3CCOCC3)c2)o1	1.8	-3	.	-2.3	-3	0.2	15	0
O=C(Nc1ccccc1N1CCOCC1)c1ccc2nc[nH]c2c1	.	-15	9	0.1	7	0.1	-2	-3
